Bioassay records deposited in PubChem BioAssay by several laboratories.
EBNA-1 inhibitor = EBNA-1 DNA-binding inhibitors, primary screen, biochemical, fluorescence polarization; 300,000 compounds, 0.34% hits; AID 1950, 2009; inhibition, % at 14.8 µM; in the data active = inhibition above about 28%
ZTA DNA inh = counter-screen for EBNA-1 inhibitors: inhibitors of Epstein-Barr virus ZTA. ZTA-DNA binding, fluorescence polarization. inhibition, % at 11 µM. 320,000 compounds, 0.15% hits. AID 2234; in the data active = inhibition above about 33%
Target sequence (P03206 whole entry, looked up): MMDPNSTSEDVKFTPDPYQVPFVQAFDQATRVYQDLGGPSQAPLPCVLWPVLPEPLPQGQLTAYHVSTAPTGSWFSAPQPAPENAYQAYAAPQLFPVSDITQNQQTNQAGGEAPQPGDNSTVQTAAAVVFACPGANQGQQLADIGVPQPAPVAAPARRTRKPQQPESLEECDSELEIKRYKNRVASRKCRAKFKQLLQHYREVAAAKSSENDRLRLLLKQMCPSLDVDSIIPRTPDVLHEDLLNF
JMJD2C inh = inhibitors of GASC-1 histone demethylase, primary screen, biochemical, fluorescence, DELFIA europium; Lysine-specific demethylase 4C (Homo sapiens), Q9H3R0; GST-JMJD2C(1-420) H3K9me3 demethylation; inhibition, % at 2.35 µM; 330,000 compounds, 0.069% hits; AID 2099, 2009;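 active = more than half of a compound's replicate wells show inhibition beyond 50%, single wells judged on their own value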;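 note: signal counts dimethyl H3K9 product captured on neutravidin plate; 0% = median of DMSO wells and 100% = 0.3 times that DMSO median; strong numbers were not always called active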
Target sequence (Q9H3R0 1-420 limits assumed): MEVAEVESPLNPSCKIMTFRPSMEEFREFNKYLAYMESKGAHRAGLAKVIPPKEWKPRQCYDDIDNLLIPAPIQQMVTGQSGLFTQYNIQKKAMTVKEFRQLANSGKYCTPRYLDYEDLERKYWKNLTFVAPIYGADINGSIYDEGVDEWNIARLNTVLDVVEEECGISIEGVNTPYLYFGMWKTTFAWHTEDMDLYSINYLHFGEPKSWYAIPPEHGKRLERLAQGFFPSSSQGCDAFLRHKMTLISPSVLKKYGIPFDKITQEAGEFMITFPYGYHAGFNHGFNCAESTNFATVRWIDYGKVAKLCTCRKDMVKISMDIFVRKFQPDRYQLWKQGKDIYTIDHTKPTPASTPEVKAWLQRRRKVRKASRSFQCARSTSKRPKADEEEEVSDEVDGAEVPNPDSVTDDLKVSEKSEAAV
PP5 primary = PP5 phosphatase inhibitors, primary screen, biochemical, fluorescence; Serine/threonine-protein phosphatase 5 (Homo sapiens), P53041; inhibition, % at 6.7 µM; 320,000 compounds, 0.18% hits; purified PP5c, OMFP substrate fluorescence;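 active = inhibition above the campaign's mean inhibition across all tested compounds plus 3 SD, cut at about 9.5% in these data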;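 note: 0% = DMSO only and 100% = 100 µM cantharidin control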
PP1 counter = PP1-alpha phosphatase inhibitors, primary screen, counter-screen for PP5 inhibitor project, biochemical, fluorescence, OMFP substrate, single point. AID 2235, 2010. purified PP1alpha. Serine/threonine-protein phosphatase PP1-alpha catalytic subunit (Homo sapiens), P62136. 320,000 compounds, 0.9% hits. inhibition, % at 6.7 µM;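 active = inhibition above the mean inhibition of all tested compounds plus 3 SD, computed separately for each screening campaign, cut at about 15% in these data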
Target sequence (P62136 whole entry, looked up): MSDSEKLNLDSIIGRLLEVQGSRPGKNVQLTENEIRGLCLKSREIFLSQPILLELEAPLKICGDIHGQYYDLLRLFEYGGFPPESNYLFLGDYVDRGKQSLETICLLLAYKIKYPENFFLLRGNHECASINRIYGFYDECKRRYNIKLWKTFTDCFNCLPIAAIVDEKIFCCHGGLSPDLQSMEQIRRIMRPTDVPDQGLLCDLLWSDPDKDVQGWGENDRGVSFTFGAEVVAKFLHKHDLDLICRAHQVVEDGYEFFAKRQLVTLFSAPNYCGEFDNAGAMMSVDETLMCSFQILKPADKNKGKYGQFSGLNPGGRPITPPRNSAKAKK
Yeast superoxide = reduction of superoxide in aged yeast, primary screen, HTS. S. cerevisiae aged cells, superoxide DHE fluorescence; active compounds read low. superoxide response (% of plate mean), % at 10 µM. 330,000 compounds, 0.18% hits;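 active = superoxide response under a set limit, about three screen SD below normal, cut at about 65% in these data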;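 note: yeast aged for seven days with compound at 30 °C before DHE staining; 100% = average MFI of all compound-treated wells on the plate with controls excluded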
HCV core dimer = inhibitors of HCV core protein dimerization, primary screen, biochemical, TR-FRET, high-throughput. AID 1899, 2009. 300,000 compounds, 0.33% hits. TR-FRET GST/Flag-core106 dimerization, 1536-well. inhibition, % at 5 µM;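 active = inhibition above the mean of all tested compounds plus 3 SD, set per screening campaign, cut at about 45% in these data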
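System: GST/Flag-tagged HCV core106 proteins. Incubation: compound-protein-antibody incubation 4 h at 22.5 °C. Technique: HTRF with 340 nm excitation, 617/671 nm emission. Medium: KF-containing HEPES buffer, pH 7.45, DTT, CHAPS, BSA. Read-out: inhibition (%) from 671 over 617 nm ratio. Also added: Eu(K)-anti-GST 90 ng/mL plus XL665-anti-Flag 1 µg/mL.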
TPT1 inh = Candida albicans TPT1 enzyme inhibitors, primary screen, biochemical, fluorescence polarization. recombinant caTPT1, FP RNA substrate dephosphorylation. 300,000 compounds, 0.81% hits. AID 1962, 2009. inhibition, % at 5 µM. tRNA 2'-phosphotransferase TPT1 (Candida albicans SC5314);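 active = inhibition above the mean of all tested compounds plus 3 SD, set per screening campaign, cut at about 24% in these data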;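 note: plate controls were DMSO alone for no effect and ferristatin control at 100 nM for full effect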
Fh CTSL1 inh = Fasciola hepatica cathepsin L1 inhibitors, primary screen, counter-screen for PFM18AAP inhibitor project, biochemical, QFRET, fluorogenic peptide substrate; recombinant F. hepatica cathepsin L1, Z-Leu-Arg-MCA fluorescence; inhibition, % at 5.96 µM; AID 1906, 2009; 300,000 compounds, 0.49% hits;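 active = inhibition above the mean of all tested compounds plus 3 SD, set per screening campaign, cut at about 17% in these data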;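 note: 0% = plate median of test compound wells and 100% = 1 µM Z-Phe-Ala-diazomethylketone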
Starred values were filed as active, the others as inactive; . = no result given; & = joins results of further samples.

SMILES	EBNA-1 inhibitor	ZTA DNA inh	JMJD2C inh	PP5 primary	PP1 counter	Yeast superoxide	HCV core dimer	TPT1 inh	Fh CTSL1 inh
C=CCSc1nc(C)c(CC(=O)OCCCC)c(=O)[nH]1	4.0	12.6	4.1	-0.4	-6.4	89.2	6.1	-5.5	-0.7
N#CC(c1ccc(F)cc1)c1ccc(C(=O)c2ccc(F)cc2)cc1 (centres undefined)	-11.1	-10.1	-5.7	6.5	0.1	116.2	-2.3	-0.3	0.7
O=C(CNC(=O)C1CCCCC1)Nc1cc(Cl)ccc1Cl	-7.7	-17.0	-4.2	1.6	-8.9	97.4	-8.2	0.9	16.2
CN(CCc1ccccn1)C(=O)CCC1CCCN(C(=O)c2c(F)ccc(F)c2F)C1 (centres undefined)	4.2	6.8	8.1	3.7	-0.6	101.5	-4.3	3.9	-2.4
COc1ccccc1CNC(=O)CSc1ccc(-c2cccc([N+](=O)[O-])c2)nn1	1.4	-4.8	-4.4	2.2	-3.8	128.2	1.8	-3.5	0.6
CCOC(=O)CCNC(=O)N1CCCC(C(=O)c2cccc(Cl)c2)C1 (centres undefined)	1.5	9.9	-2.2	-2.0	0.7	88.3	-4.8	-1.2	-3.0
Cc1ccsc1/C=N/NC(=O)CC(=O)NCC(C)C	-9.4	5.7	12.1	2.1	4.6	96.6	-0.2	3.8	-2.5
O=[N+]([O-])c1ccc2ncnc(N3CCN(Cc4ccc5c(c4)OCO5)CC3)c2c1	-2.2	-7.9	5.6	0.7	-1.7	105.1	7.5	1.9	2.9
O=C(CSc1cccc[n+]1[O-])c1ccc(Cl)s1	-6.2	5.0	1.5	-0.9	-2.5	90.9	0.2	-0.1	-8.0
O=C(c1ccc2oc(CCCc3ccccc3)nc2c1)N1CCCC(CCCO)C1 (centres undefined)	7.1	-0.1	0.8	1.2	-2.2	95.5	3.1	0.2	0.7
Cc1cc(C)c(S(=O)(=O)c2ccc(Cl)cc2)c(=O)[nH]1	-3.9	-10.6	5.2	1.5	2.3	111.9	3.6	-0.4	-8.4
NC(=O)C1CCN(c2nc(-c3ccc(Br)cc3)cs2)CC1	6.8	-4.0	0.6	4.6	1.0	101.4	-8.7	-0.6	-6.2
Cc1cccc(Nc2nc(-c3cccs3)cs2)n1	14.7	-0.4	-1.2	3.0	2.5	102.0	-0.3	-0.1	1.1
N#CCc1c(C#N)c(N)nc(N2CCN(S(=O)(=O)c3ccccc3)CC2)c1C#N	-3.9	14.9	5.5&20.4	0.7	0.5	91.0	3.4	7.6	2.8
O=C(NC1CCCC1)C(c1ccc(F)cc1)N(Cc1ccc(F)cc1)C(=O)c1ccn[nH]1 (centres undefined)	7.1	3.9	9.3	1.3	-5.3	94.3	-3.9	-0.2	-1.8
COc1ccc(C(=O)NCc2n[nH]c(=S)n2-c2ccccc2)cc1OC	-5.3	7.0	-10.2	2.8	-2.8	106.7	5.9	-0.2	-0.1
COc1ccc(CNc2ncc(-c3ccc(F)cc3)n2C)c2ccccc12	2.1	3.6	-5.3	0.6	4.8	101.2	0.3	-6.0	-3.0
Cc1sc2nc(C3CC3)nc(N3CCN(S(=O)(=O)c4ccc(F)cc4)CC3)c2c1C	-5.2	-21.4	4.2	1.1	3.0	94.8	11.9	-2.4	-4.5
COc1ccc(-n2c(NCCN(C)C)nc3sc4c(c3c2=O)CCCCC4)cc1	4.2	8.8	16.0	-0.1	-3.0	116.8	0.0	0.7	2.6
CC1(C)OC(=O)N(c2cccnc2)C1(C)O (centres undefined)	0.9	3.9	-1.1	-0.2	-3.7	98.4	-0.6	-2.2	3.5
CC(C)(C)OC(=O)C(C(=O)OC(C)(C)C)c1ccc(Cl)nn1	5.3	12.3	9.7	-1.1	-3.3	101.9	-1.8	-1.9	-1.2
CC(C)[C@H](NC(=O)Nc1cccc(C(F)(F)F)c1)C(=O)O	2.6	6.3	4.9	2.7	-2.0	101.0	-0.8	2.9	-2.3
Cc1oc(C(C)(C)C)cc1C(=O)N1CCCC1C(=O)O (centres undefined)	-4.3	2.1	-5.9	2.7	-0.9	106.3	-0.5	-2.0	-0.6
CCOC(=O)/C(=N\Nc1ccccc1)P(=O)(c1ccccc1)c1ccccc1	1.4	12.1	-16.6	-0.3	1.0	112.9	8.4	0.3	3.0
COC1(OC)N=C(NC(=O)Nc2ccccc2)C2(C#N)C(c3ccccc3)C12C#N (centres undefined)	2.0	6.0	-3.9	1.3	-1.1	102.0	-9.4	1.1	-3.5
N#Cc1ccccc1OCC(=O)Nc1cccc(S(=O)(=O)N2CCCCCC2)c1	.	0.4	3.0	2.6	2.9	97.4	.	.	.
CCn1c(SCC(=O)N/N=C/c2ccccc2OCC(=O)O)nnc1-c1ccc(C)cc1	4.8	-6.2	4.5	0.5	-0.6	97.5	-3.3	-2.0	4.0
COc1cc(OC)c2ccc(=O)oc2c1C(CCN1CCCC(C)C1)c1ccc(N(C)C)cc1 (centres undefined)	0.1	-0.6	-3.7	3.1	3.9	87.8	-19.0	-3.4	2.0
O=C(Nc1cccc(Br)c1)C1CCCC1	6.5	6.5	-9.2	-1.1	-5.3	84.9	2.2	2.8	-1.6
NC(=O)[C@@H]1CCCN1C(=O)c1ccc2nc(Cc3cccc(Cl)c3)oc2c1	4.7	0.1	-2.3	-0.4	0.4	90.9	4.3	0.3	-4.2
COc1nc(N2CCOCC2)nc(C)c1[N+](=O)[O-]	-1.2	-7.0	1.7	1.3	-0.3	92.2	-3.7	-4.2	2.8
COc1ccc([C@@H]2[C@@H]3C(=O)N(C(C)(C)C)C(=O)[C@@H]3[C@]3(C)C(=O)N(c4ccc(C)cc4)C(=O)N23)cc1	3.4	-8.8	-3.1	0.7	-7.9	95.5	-1.6	-3.0	-1.2
COC(=O)c1ccc(-c2cc(C(=O)O)c3cc4c(cc3n2)OCCO4)cc1	0.5	-2.7	0.0	2.1	-0.1	122.5	-3.5	-0.2	4.0
COc1ccc(NC(=O)CN2CCN(Cc3ccc4c(c3)OCO4)CC2)cc1OC	11.6	-7.6	7.8	0.8	2.7	86.4	2.3	-4.3	-2.1
Cc1cccnc1NC(=O)c1ccc(Cl)c(S(=O)(=O)N2CCCC2)c1	-4.0	13.8	-4.3	1.2	-1.0	105.6	-0.5	1.9	-2.1
O=C(NC1CCCC1)C(c1ccccc1)N(Cc1ccc(F)cc1)C(=O)c1csnn1 (centres undefined)	-12.0	-5.8	-3.5	-0.9	-6.1	93.7	-1.7	-0.7	-6.9
Cn1c(CC(=O)Nc2ccccc2C(F)(F)F)c(Sc2ccccc2)c2ccccc21	11.4	-2.2	6.3	-0.9	5.2	107.5	-1.8	0.9	1.8
Cc1cn([C@@H](CCCCN)C(=O)NCCCCCCCCCCC(=O)N2CCNCC2)nn1	9.3	2.2	.	-1.0	-5.1	92.1	-7.2	-3.3	-1.9
CC1(C)CC(=O)C=C(NCCc2c[nH]c3ccccc23)C1	-1.4	6.2	9.7	3.2	-1.6	110.4	-2.5	-0.1	-2.3
CC(C)CCn1cnc2c(sc3nc4c(cc32)CSC(C)(C)C4)c1=O	3.0	2.1	2.9	-0.2	-0.4	104.5	2.4	0.3	-1.2
COC(=O)c1[nH]c2ccc(C)cc2c1NC(=O)CCN1CCN(Cc2ccc3c(c2)OCO3)CC1	0.4	-1.6	-2.1	2.5	2.7	109.0	-2.0	1.2	-1.8
COc1ccc(/C=C(\C#N)C(=O)N=CN(C)C)cc1	-3.5	-3.6	9.0	3.1	1.7	85.0	-3.3	1.1	3.6
Cc1cc2cc(CNC(=O)C(C)Oc3ccccc3)ccc2n1C (centres undefined)	-16.3	-4.8	4.4	1.6	7.5	91.9	33.0	-30.1	1.4
CCCCS(=O)CC(COc1ccc(Cl)cc1)OC(=O)c1ccccc1 (centres undefined)	3.4	4.9	3.7	2.2	3.5	101.1	13.7	-2.0	5.7
CC(C)(C)C(=O)CSc1nnc(-c2cccs2)n1CC1CCCO1 (centres undefined)	3.2	-16.9	-4.5	-0.7	-2.6	97.7	-6.0	-2.4	-0.4

Look-ups from the results shown:
Value for COc1ccc([C@@H]2[C@@H]3C(=O)N(C(C)(C)C)C(=O)[C@@H]3[C@]3(C)C(=O)N(c4ccc(C)cc4)C(=O)N23)cc1 in JMJD2C inh: -3.1
Value for COc1ccc(NC(=O)CN2CCN(Cc3ccc4c(c3)OCO4)CC2)cc1OC in JMJD2C inh: 7.8
Value for CC(C)(C)C(=O)CSc1nnc(-c2cccs2)n1CC1CCCO1 (centres undefined) in JMJD2C inh: -4.5
Value for COc1nc(N2CCOCC2)nc(C)c1[N+](=O)[O-] in EBNA-1 inhibitor: -1.2
Value for CCCCS(=O)CC(COc1ccc(Cl)cc1)OC(=O)c1ccccc1 (centres undefined) in TPT1 inh: -2.0

Next section:
SMILES	EBNA-1 inhibitor	ZTA DNA inh	JMJD2C inh	PP5 primary	PP1 counter	Yeast superoxide	HCV core dimer	TPT1 inh	Fh CTSL1 inh
Cc1cc(C)cc(SCc2noc(C(=O)NCC3CC3)c2C(=O)NCC2CC2)c1	1.0	-7.0	1.2	1.2	-2.1	85.7	3.3	-6.6	-3.5
COC(=O)c1cc(Br)c(=O)n(CCN2CCCC2)c1	14.1	6.7	-6.2	-1.8	-1.5	90.5	-0.2	-4.6	-1.9
COc1cccc(O)c1CN1CCC(Oc2ccc(C(=O)NCc3ccccn3)cc2)CC1	10.2	2.5	6.2	-2.8	-3.1	75.1	4.0	-1.7	-2.4
CCC(Sc1nc(C)cc(=O)[nH]1)C(=O)Nc1ccc(Cl)cn1 (centres undefined)	6.6	1.7	10.4	0.8	-3.6	95.8	-0.7	0.1	1.0
O=C(Nc1ccon1)c1ccc(Br)o1	-9.7	1.7	-4.0	1.7	-4.8	104.5	-0.6	-2.1	0.6
CN(c1ccccc1)S(=O)(=O)c1ccc(C(=O)Nc2nnc(C3CC3)s2)cc1	11.6	16.4	8.9	-1.8	-4.8	112.0	5.8	-1.4	0.0
Cc1ccc(C)n1-c1ccc(C(=O)NCc2ccncc2)cc1	-2.9	1.4	-1.1	-0.7	2.4	91.5	4.4	-0.6	1.4
COc1cc(NC(=O)CCn2c(=O)oc3ccccc32)cc(OC)c1OC	-8.4	-8.2	16.4	3.7	0.9	104.3	0.2	-0.2	-1.9
CCOCCCNC(=O)CN1C(=O)COc2ccc(S(=O)(=O)N3CC(C)CC(C)C3)cc21 (centres undefined)	1.7	21.9	34.3	1.6	-5.0	133.5	8.6	-1.6	1.4
Fc1ccccc1OCCSc1nnnn1-c1ccccc1	5.1	-5.1	-0.2	2.5	2.7	80.0	-3.0	-2.6	-1.2
CCCNC(=O)CSc1nccn1Cc1ccco1	8.8	1.0	-6.5	3.5	-3.3	75.5	2.0	-3.2	-1.7

A different layout for two compounds above:
Structure | EBNA-1 inhibitor | ZTA DNA inh | JMJD2C inh | PP5 primary | PP1 counter | Yeast superoxide | HCV core dimer | TPT1 inh | Fh CTSL1 inh
CCOCCCNC(=O)CN1C(=O)COc2ccc(S(=O)(=O)N3CC(C)CC(C)C3)cc21 (centres undefined) | 1.7 | 21.9 | 34.3 | 1.6 | -5.0 | 133.5 | 8.6 | -1.6 | 1.4
Fc1ccccc1OCCSc1nnnn1-c1ccccc1 | 5.1 | -5.1 | -0.2 | 2.5 | 2.7 | 80.0 | -3.0 | -2.6 | -1.2
